Compound activity as filed in PubChem BioAssay.
MC4R ag barr = human MC4R agonism via beta-arrestin. activation, % at 8.9 µM. P32245. U2OS MC4R beta-arrestin complementation, luminescence; percent of melanotan II response, DMSO zero. AID 540308. 0.98% of 360,000 active;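 active = activation above a per-plate cutoff, the mean activation of sample wells on that plate plus 3 SD, cut at about 8% in these data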
CaV13 FRET inh = Disruptors of the CACNA1D IQ motif to Ca2+-dependent inactivation inhibitor domain association, primary screening, Förster resonance energy transfer in intact living …. AID 743397. inhibition, % at 12.3 µM. 0.098% of 340,000 active. HEK cells, CFP/YFP FRET ICDI-IQ, plate reader, 10 min; percent FRET-ratio fall versus neutral wells;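 active = mean replicate inhibition of at least 30% and at least 1% of replicates passing that level; inconclusive = only one of the two criteria is met; inactive = neither criterion is met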;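 also: 0% = median of the neutral control wells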
ABCB6 inh MLPCN = human ABCB6 transporter inhibition; K562-ABCB6 porphyrin accumulation, flow cytometry, 1 h; hits give low values; Q9NP58; 0.19% of 360,000 active; fluorescence ratio to DMSO, % at 10 µM;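 active = fluorescence ratio to DMSO below 75%, the collection mean minus 3 SD; inconclusive = too few cells collected in the well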;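 also: signal is porphyrin accumulated inside mitochondria; 100% equals median channel fluorescence of DMSO control wells; lower ratio means ABCB6 inhibition with less porphyrin fluorescence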
N-glyco inh = N-linked glycosylation inhibition | 0.23% of 360,000 active | reporter increase, % at 12.5 µM | D54 ERlucT glycosylation luciferase reporter, 24 h; percent of 100 nM tunicamycin response | AID 588692;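 active = mean luciferase reporter signal, scaled so untreated is 0 and the glycosylation-blocking control 100, at or above a set limit in every replicate; inconclusive = mean reaches the limit but not every replicate does; inactive = mean below the limit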;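 also: luciferase carries N-glycosylation sites so blocking glycosylation raises the light; 0% = median of neutral control wells and 100% = median of 100 nM tunicamycin wells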
m5-HT2A agonist = mouse HTR2A agonism via beta-arrestin recruitment. P35363. CHO-K1 mHTR2A beta-arrestin complementation, luminescence; percent of 30 µM serotonin response. activation, % at 7.6 µM. 0.66% of 360,000 active. AID 624169;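 active = activation above a run cutoff, the mean activation of all tested compounds plus 3 SD, cut at about 14% in these data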;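 also: 0% = plate median of compound wells and 100% = 30 µM serotonin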
PDI turbidity = blocks human protein disulfide isomerase activity | P07237 | PDI insulin aggregation turbidity, A650, 90 min | inhibition, % at 10 µM | 0.052% of 350,000 active | AID 588391;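 active = mean inhibition across replicates of 30% or more, whatever share of single replicates reach that level; inconclusive = mean inhibition below 30% while every single replicate reaches 30%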;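 also: absorbance from insulin aggregation driven by PDI reduction with DTT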
Granule exo inh = blocks lytic granule exocytosis; TALL-104 LAMP-1 surface exposure, flow cytometry; cells stimulated with thapsigargin and PMA; inhibition, % at 10 µM; 0.66% of 360,000 active; AID 651702;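 active = inhibition above about 55%, limit read from the data; inconclusive = no clear call, values can overlap the other calls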
MC4R antag cAMP = blocks human MC4R cAMP signaling | AID 540295 | P32245 | MC4R-expressing cells, MTII-stimulated cAMP, LANCE TR-FRET | 0.48% of 360,000 active | inhibition, % at 6.5 µM;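 active = inhibition above its plate's cutoff, the mean of tested wells on that plate plus 3 SD, cut at about 29% in these data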;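 also: 0% = Melanotan II alone and 100% = Melanotan II plus saturating MCL0020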
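Material: human MC4R-expressing U2OS cells. Probe or stimulus: Melanotan II challenge. Dosing: 6.5 µM single dose. Times: 30-min compound, 1-h challenge, 1-h detection, room temperature. Technique: TR-FRET with Eu-cAMP and labeled anti-cAMP, 671 nm. Replication: singlicate.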
Cardio protect = protects H9c2 cardiomyocytes from peroxide injury; H2O2 injury protection, ATPLite, 2 h; protection from H2O2 cell death, % at 20 µM; 0.63% of 360,000 active; AID 588492;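 active = compounds giving at least 50% protection of heart cells from peroxide-induced death in the single-dose screen, raw or plate-pattern-corrected value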;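 also: 0% = DMSO wells with peroxide and 100% = DMSO wells without peroxide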
ABHD5-PLIN5 inh = ABHD5-PLIN5 protein interaction inhibition | inhibition, % at 4 µM | Split G. princeps luciferase complementation, luminescence, 4 h | 0.78% of 360,000 active | Q00G26+Q8WTS1 | AID 602281;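 active = inhibition above the mean inhibition across every tested compound plus 3 SD, cut at about 22% in these data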;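 also: 0% = DMSO only wells and the 100% control is not disclosed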
Target sequence (Q00G26 whole entry, looked up): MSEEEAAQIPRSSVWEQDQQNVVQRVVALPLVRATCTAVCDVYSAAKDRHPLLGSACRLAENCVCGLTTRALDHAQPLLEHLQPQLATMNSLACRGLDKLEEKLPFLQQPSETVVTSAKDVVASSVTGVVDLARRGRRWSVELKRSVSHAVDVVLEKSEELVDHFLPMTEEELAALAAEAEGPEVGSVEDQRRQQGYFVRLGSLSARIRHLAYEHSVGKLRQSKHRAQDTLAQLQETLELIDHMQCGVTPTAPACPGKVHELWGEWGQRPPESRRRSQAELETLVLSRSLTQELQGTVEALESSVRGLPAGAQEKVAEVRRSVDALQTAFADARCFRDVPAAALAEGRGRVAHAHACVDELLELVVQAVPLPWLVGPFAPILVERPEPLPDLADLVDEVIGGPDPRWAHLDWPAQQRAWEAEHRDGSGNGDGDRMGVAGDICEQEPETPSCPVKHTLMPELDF
Target sequence (Q8WTS1 whole entry, looked up): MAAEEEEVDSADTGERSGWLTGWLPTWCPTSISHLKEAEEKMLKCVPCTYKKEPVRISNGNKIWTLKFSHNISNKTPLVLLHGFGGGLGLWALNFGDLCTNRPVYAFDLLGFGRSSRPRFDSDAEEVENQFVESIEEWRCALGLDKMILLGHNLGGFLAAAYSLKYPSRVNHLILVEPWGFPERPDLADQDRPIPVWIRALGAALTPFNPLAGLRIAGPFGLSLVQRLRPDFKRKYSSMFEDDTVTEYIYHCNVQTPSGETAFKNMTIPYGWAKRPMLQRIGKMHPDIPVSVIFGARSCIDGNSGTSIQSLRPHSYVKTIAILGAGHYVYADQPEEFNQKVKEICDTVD
* hit, by the source's call; ? = inconclusive; . = no result given; & = joins results of further samples. Hits appear at their usual frequency; any-hit rate near 4.2%.

SMILES	MC4R ag barr	CaV13 FRET inh	ABCB6 inh MLPCN	N-glyco inh	m5-HT2A agonist	PDI turbidity	Granule exo inh	MC4R antag cAMP	Cardio protect	ABHD5-PLIN5 inh
COc1ccc(NC(=O)C2CCCN(C(=O)Nc3ccc(OC)cc3)C2)cc1 (stereo unspecified)	-1.5	-3	87	-3	1	-1	-1	-2	4	-4
O=C(CSc1ccc2nnc(-c3ccc(F)cc3)n2n1)NCc1ccco1	-1.2	.	99	-1	5	-14	3	2	3	14
COc1cc(CN2c3ccccc3C(=O)CS2(=O)=O)cc(OC)c1	-3.8	-4	98	0	-5	-4	2	8	7	11
COc1ccc(NC(=S)NC2CC3CCC2C3)c(OC)c1 (stereo unspecified)	-2.0	-19	175	1	2	-2	6	22	-7	-4
Cc1c(NC(=O)c2ccc3c(c2)OCO3)cccc1-c1nc2ccccc2o1	0.4	-9	93	2	-3	15	-1	19	-6	4
Cc1cc(Cl)cc(Br)c1OCCCN1C(=O)NC(C)(C)C1=O	-2.3	-6	86	-3	-1	4	-2	-5	1	5
COc1cccc(-c2noc(C3CCCN(S(=O)(=O)c4cccc(Cl)c4C)C3)n2)c1 (stereo unspecified)	-0.1	-4	93	1	-2	-1	-1	3	-6	-7
COC(=O)C1CCN(C(=O)c2ccc(OC)c(S(=O)(=O)N3CCCc4ccccc43)c2)CC1	-2.3	-7	97	0	-2	-8	6	17	6	9
COc1ccc(/C=N/n2c(-c3ccccc3)n[nH]c2=S)cc1	0.1	6	102	0	3	0	-1	12	2	-1
O=C1C2C(c3ccccc3)C=CC(c3ccccc3)C2C(=O)N1CCO (stereo unspecified)	-2.8	-8	91	0	-6	-4	-2	14	3	1
CC(=O)N1c2c(cc(Br)cc2S(=O)(=O)NCc2cccnc2)CC1C (stereo unspecified)	0.3	.	97	2	-1	-4	1	0	2	1
CCc1ccc(/C(C)=N/NS(=O)(=O)c2ccc(OC)cc2)s1	-2.9	-10	98	0	-4	-5	-3	10	-6	-2

The closing two compounds of the section above open the next one:
SMILES	MC4R ag barr	CaV13 FRET inh	ABCB6 inh MLPCN	N-glyco inh	m5-HT2A agonist	PDI turbidity	Granule exo inh	MC4R antag cAMP	Cardio protect	ABHD5-PLIN5 inh
CC(=O)N1c2c(cc(Br)cc2S(=O)(=O)NCc2cccnc2)CC1C (stereo unspecified)	0.3	.	97	2	-1	-4	1	0	2	1
CCc1ccc(/C(C)=N/NS(=O)(=O)c2ccc(OC)cc2)s1	-2.9	-10	98	0	-4	-5	-3	10	-6	-2
COc1ccc(OCC(=O)Nc2ccc3c(c2)nc(CN2CCN(C(C)=O)CC2)n3C)cc1	0.5	-5	92	0	-3	8	-10	3	9	8
CCC(C)NS(=O)(=O)c1ccc(OCC(=O)N2CCC(C)CC2)cc1 (stereo unspecified)	-0.1	-6	94	-1	-1	-4	-3	17	-8	-2
CC(NC(=O)CSc1nnc2n1CCCCC2)c1ccccc1Cl (stereo unspecified)	-2.0	-6	100	2	-5	6	-4	1	3	2
Cn1c(=NC(=O)C(C)(C)C)sc2cccc(F)c21	0.5	-6	101	3	0	-10	-6	9	-12	-2
O=C(Cc1cc(=O)[nH][nH]1)N/N=C/c1c(Cl)cccc1Cl	-1.6&-2.2	-3&-5	97&102	1&1	7&-2	-4&-7	-6&6	-15&-14	8&5	5&4
COc1ccc(CNC(=O)C2CCN(S(=O)(=O)c3cccc4nsnc34)CC2)cc1	-3.9	-1	102	-2	-2	-2	28	14	-1	-6
CCOC(=O)CCCCNC(=O)Nc1ccccc1	-0.9	0	97	0	-1	-1	5	12	-2	-3
O=C(O)c1cc(S(=O)(=O)Nc2cccc3ccccc23)c(Cl)cc1Cl	-2.1	-2	100	0	3	-7	-3	-2	-2	-8
Nc1nonc1-n1nnc(C(=O)N/N=C\c2ccncc2)c1CN1CCCCC1	-0.6	-3	98	7	-2	-5	19	2	8	-1
Cc1ccc(S(=O)(=O)N(C)/N=C/c2ccc(C(=O)O)cc2)cc1	-1.1	-5	112	3	-3	4	28	2	2	-3
O=C(CSc1nncn1-c1ccccc1)NC1CCCc2ccccc21 (stereo unspecified)	2.6	19	100	0	-1	-5	-3	17	2	-3
C#CC[N+]1(CC#Cc2ccccc2)CCCCC1	-1.5	-20	97	1	-3	0	-2	9	-2	-5
Cc1cc(C(=O)CSc2nc(N)cc(=O)[nH]2)c(C)n1CCc1ccc(Cl)cc1	2.2	.	95	-4	-2	-2	0	7	-19	3
CC(C)(C)NS(=O)(=O)c1ccc2[nH]c3c(c2c1)CCCCC3	-0.3	-19	93	-1	-3	10	10	6	-11	-10
CCOC(=O)c1cc(C#N)c(N2CCCCC2)nc1-c1ccccc1	-2.6	.	100	-4	-4	0	-4	3	2	-12
Cc1ccc2nc(N3CC(=O)Nc4ccccc43)nc(-c3ccccc3)c2c1	-0.9	-18	113	2	0	-4	1	2	-1	1
COc1ccc(OC)c(NC(=O)C(=O)c2cn(CC(=O)N3CCCC3)c3ccccc23)c1	1.4	-6	99	1	9	-2	9	5	16	7
NC(=O)N1c2ccccc2C=Cc2ccccc21	0.5&0.3	-5	94&103	0&-2	-3&0	-11	-6&8	0&5	-11&-1	-2&7
CCCCn1c(NCc2cccs2)nc2ccccc21	-3.9	-2	105	-2	-5	-1	-1	2	0	-4
Cc1cccc(CSCCNC(=O)c2ccc(CN3CCOCC3)cc2)c1	0.3	-4	95	-2	-4	-4	1	8	6	-1
O=C(c1cc(Cl)cc(Cl)c1)N1CCC(=O)N(C(COCc2ccccc2)Cc2ccccc2)CC1 (stereo unspecified)	1.6	-5	99	-1	-2	8	-13	10	1	7
COc1ccc(Cl)cc1NC(=S)NCCSc1ccc(C)cc1	4.0	-18	105	1	-6	2	4	15	-5	-14
COc1ccc(NC(=O)C2CCCC2)cc1	-1.3	-21	96	3	0	8	8	2	0	-6
COc1ccc2nc(C)cc(SCC(=O)Nc3c(C)cc(C)cc3C)c2c1	-2.6	-4	92	0	0	-2	-5	-4	-5	-5
O=C(Oc1ccc(Br)cc1C(=S)N1CCCC1)c1ccccc1F	0.2	-4	100	-1	-3	2	-4	-4	-2	-5
CC(=O)Oc1ccc2occ(-c3ccccc3)c2c1	1.7	-2	102	-5	7	2	3	10	-6	-3
C=CCn1c(CSCc2ccc(F)cc2)n[nH]c1=S	0.0	-1	99	-1	9	3	2	11	3	-4
Cc1oc2c(CN3CCCC3)c(O)ccc2c(=O)c1-c1ccc(Cl)cc1	0.6	.	101	3	-5	10	-2	14	2	0
CCSCCCn1[nH]c2ccccc2c1=O	0.4	-3	95	1	10	-4	-2	4	1	-5
CCN1CCc2nc(N)sc2C1	-0.1	0	98	0	7	2	-2	5	3	-1
O=C(Cc1c[nH]c2ccccc12)NCC(=O)Nc1ccc(F)c(F)c1F	0.2	-7	105	4	-5	-1	-7	8	1	1
CC1CCCCN1S(=O)(=O)c1ccc(C(=O)Nc2nnc(-c3ccccn3)o2)cc1 (stereo unspecified)	-0.7	-6	100	-2	0	4	-4	7	12	-7
CCN(CC(=O)NCc1cccs1)C(=O)c1ccc(-c2cccc(C(F)(F)F)c2)o1	3.4	-13	103	1	-5	-4	7	10	3	13
CC1CN(C(=O)CSc2nnc(-c3ccncc3)n2-c2ccccc2)CC(C)O1 (stereo unspecified)	0.6	-5	97	3	1	7	15	5	5	-6
Cc1ccsc1C(=O)OCC(=O)NCCNC(=O)COC(=O)c1sccc1C	1.9	.	101	3	2	-18	5	22	11	1
O=C(c1cccs1)N(c1ccc(F)cc1)C1C=CS(=O)(=O)C1 (stereo unspecified)	-2.6	-15	102	1	-5	1	?	-3	3	1
COc1cc(NC(=O)c2cccnc2Sc2ccc(C)c(C)c2)cc(OC)c1OC	4.1	-2	105	7	3	-7	-3	-5	-3	17
O=C(Nc1ccc(C(=O)O)cc1)/C(=C\c1ccc([N+](=O)[O-])cc1)NC(=O)c1ccc(Br)cc1	-2.3	0	112	-1	-1	-3	7	14	-4	-1
CC(=O)NC(Cc1ccccc1F)C(=O)NC1CCN(S(=O)(=O)c2ccccc2)CC1 (stereo unspecified)	0.4	-7	97	2	3	11	-2	3	4	-1
Cc1ccc(C)c(CN2C(=O)c3ccccc3S(=O)c3ccc(C(=O)NCCCN4CCCC4)cc32)c1 (stereo unspecified)	-2.5	-7	101	-9	-14	19	3	11	-4	12
O=C(N/N=C/c1ccc[nH]1)c1cc(-c2ccc(Cl)cc2)nc2ccccc12	-1.1	-5	93	-2	-13	0	1	-3	44	-3
O=C(OCC(=O)c1c[nH]c2ccccc12)c1ccc(F)c(S(=O)(=O)N2CCOCC2)c1	0.3	-5	99	2	0	-9	48	14	0	-3
Cc1cc(Cl)ccc1OC(C)C(=O)Nc1ccc([N+](=O)[O-])cn1 (stereo unspecified)	1.3	-5	110	-5	2	-1	?	2	-3	-13
CC(C)(O)[C@@H]1CC[C@@](C)(C2CC[C@]3(C)C2[C@H](O)CC2[C@@]4(C)CC[C@H](O)C(C)(C)C4[C@@H](O[C@H]4O[C@@H](CO)[C@H](O)[C@@H](O)[C@@H]4O[C@@H]4O[C@H](CO)[C@@H](O)[C@H](O)[C@H]4O)C[C@]23C)O1 (stereo in doubt)	-2.2	-9	98	2	5	0	1	4	3	5
Clc1ccc(OCc2nnc(-c3ccccc3Br)o2)cc1	-2.3	-4	96	-1	-5	-4	0	3	-14	-7
COc1ccccc1C(OC(=O)c1ccco1)C(=O)NCc1ccc(F)cc1 (stereo unspecified)	0.3	-4	91	3	7	3	3	4	3	0
Cc1cc(C)n(CCc2nc(-c3ccc(C(C)(C)C)cc3)cs2)n1	-0.3	-15	96	-2	0	2	0	7	-21	-11
CC(Oc1ccc(Cl)cc1)c1ccnn1S(=O)(=O)c1ccccc1 (stereo unspecified)	0.4	-8	100	-3	-5	-6	-6	3	-11	-10
O=C(c1cccc(Oc2ccc([N+](=O)[O-])cc2)c1)N1CCOCC1	-3.3	-4	100	-1	-7	3	38	0	0	-1
CN1CCN(CC(O)COC(c2ccc(Cl)cc2)c2ccc(Cl)cc2)CC1 (stereo unspecified)	2.1	-14	92	2	-12	14	57*	-4	0	16
Cc1ccccc1CNc1nnnn1C	-3.2	-3	95	2	-3	0	-3	12	7	-7
CC1CN(C(=O)CSc2nnc(C3CCCCC3)n2N)CC(C)O1 (stereo unspecified)	0.6	-5	107	7	13	-7	5	11	6	4
CCOC(=O)C1(C)NC(c2cccs2)C2C(=O)N(c3ccc(C)cc3)C(=O)C21 (stereo unspecified)	-1.4	0	93	2	2	0	2	5	2	-2
O=C1CSCC(=O)N1Cc1ccc(Cl)c(Cl)c1	-1.0	-4	87	0	3	1	-21	-5	-7	-2
Cc1cccc(NC(=O)c2ccc3c(c2)CCN3S(C)(=O)=O)c1	2.3	-21	97	-3	8	6	3	6	0	6
